Screening results as filed in PubChem BioAssay.
S100A4 inh HTS – inhibitors of human S100A4 binding to myosin IIA peptide; P26447; S100A4/TAMRA-MyoIIA peptide fluorescence polarization; inhibition, % at 10.7 µM; 0.14% of 360,000 active; AID 652163;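 active means mean inhibition of at least 70% across replicates, with every replicate also reaching that level; inconclusive means mean inhibition reaches 70% but some replicates fall short; inactive means mean inhibition below 70%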
Target sequence (P26447 whole entry, looked up): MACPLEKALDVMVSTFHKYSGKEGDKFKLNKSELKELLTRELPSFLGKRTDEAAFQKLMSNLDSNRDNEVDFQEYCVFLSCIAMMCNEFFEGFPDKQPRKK
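Material: human S100A4 monomer with TAMRA-labelled myosin IIA peptide; buffer or medium: HEPES pH 7.2 with CaCl2, KCl, NaCl, DTT, Triton; compound dosing: one concentration per compound; schedule: 5 min incubation before reading; benchmarks: neutral control DMSO, positive control TFP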
DENV2 CPE – DENV2-induced cell death inhibition | CPE inhibition, % at 9.99 µM | 1.7% of 350,000 active | DENV2-infected cells, cytopathic effect rescue, plate reader; in the data active means CPE inhibition above about 20%, passing the limit was not always enough; inconclusive means no clear call, values can overlap the other calls; tested in BHK-21 cells;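 further: 0% = median of neutral control wells and 100% = median of positive control wells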
SIRT5 inh – inhibitors of human sirtuin-5 desuccinylase; Purified SirT5, succinyl-peptide AMC, trypsin-coupled fluorescence; AID 652115; inhibition, % at 15 µM; 1.1% of 330,000 active; in the data active means inhibition above about 15%; inconclusive means no clear call, values can overlap the other calls
Target sequence (Q9NXA8 whole entry, looked up): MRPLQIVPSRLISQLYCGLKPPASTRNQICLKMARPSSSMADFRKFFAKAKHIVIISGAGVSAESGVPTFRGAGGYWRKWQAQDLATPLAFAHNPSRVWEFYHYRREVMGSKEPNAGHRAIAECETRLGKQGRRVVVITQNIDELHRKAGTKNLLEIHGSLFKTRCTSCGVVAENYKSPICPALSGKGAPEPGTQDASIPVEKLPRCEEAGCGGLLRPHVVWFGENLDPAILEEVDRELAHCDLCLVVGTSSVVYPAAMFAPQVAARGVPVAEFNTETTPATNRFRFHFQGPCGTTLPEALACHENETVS
ERp5 inh – blocks human ERp5 reductase activity on insulin | Q15084 | 0.05% of 350,000 active | ERp5 insulin aggregation, absorbance 650 nm, 90 min | AID 651711 | inhibition, % at 9.99 µM;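 active means mean replicate inhibition above about 25%, with every replicate also reaching it, limit read from the data, passing the limit was not always enough; inconclusive means only one of those two criteria met; inactive means neither criterion met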
Target sequence (Q15084 whole entry, looked up): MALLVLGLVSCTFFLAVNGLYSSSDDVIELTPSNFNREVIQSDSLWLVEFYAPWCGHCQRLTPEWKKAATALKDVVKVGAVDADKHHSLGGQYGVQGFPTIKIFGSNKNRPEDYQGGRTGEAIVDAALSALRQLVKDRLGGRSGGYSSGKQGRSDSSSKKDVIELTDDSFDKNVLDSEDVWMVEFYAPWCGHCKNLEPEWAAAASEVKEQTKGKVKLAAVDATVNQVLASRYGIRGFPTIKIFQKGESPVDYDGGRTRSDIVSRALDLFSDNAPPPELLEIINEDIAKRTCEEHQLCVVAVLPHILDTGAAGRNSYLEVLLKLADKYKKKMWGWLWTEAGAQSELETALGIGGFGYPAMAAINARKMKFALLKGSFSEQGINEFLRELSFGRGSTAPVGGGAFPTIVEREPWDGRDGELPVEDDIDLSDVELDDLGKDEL
PglD DTNB – blocks C. jejuni PglD acetyltransferase activity. purified PglD enzyme, DTNB colorimetric CoA detection. inhibition, % at 12.5 µM. 0.098% of 360,000 active. AID 602405; in the data active means inhibition above about 16%, passing the limit was not always enough; inconclusive means no clear call, values can overlap the other calls; further: strong numbers were not always called active
Statin myotox sup – protects C2C12 myotubes from simvastatin toxicity; ATP luminescence, 48 h; scaled: DMSO 0, geranylgeraniol control 100; 0.78% of 330,000 active; rescue of ATP level, % at 7.49 µM;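 active means mean ATP rescue above about 67%, or every replicate alone reaching that limit, limit read from the data, passing the limit was not always enough; inconclusive means no clear call, values can overlap the other calls; inactive means mean under the limit and some replicate under it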;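 further: myotubes were challenged with 10 µM simvastatin during compound exposure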
E-selectin induc – E-selectin induction on HUVECs; P16581; HUVEC E-selectin immunofluorescence imaging; normalized: neutral wells 0, TNF-alpha wells 100; activation, % at 7.58 µM; 0.37% of 260,000 active; AID 686992;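 active means mean E-selectin-positive cell signal at least 10% of the positive control, reached in at least 60% of replicates, without over 20% cell loss; inconclusive means no rule given, readout overlaps actives, possibly toxicity-flagged; inactive means the rest, including those meeting only one limit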;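 further: in these data hits start at about 27%; measured in HUVEC primary endothelial cells; signal is the percent of cells scored E-selectin positive by PE staining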
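System: HUVEC, human umbilical vein endothelial cells; quantity: 3,000 cells/well; buffer or medium: EGM-2 medium, gelatin-coated wells; dosing: single-point compound dose; detection: immunofluorescence imaging; evaluation: % PE-positive cells; benchmarks: TNF-alpha, DMSO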
* marks the source's active call; other numbers are inactive results; ? = inconclusive; / = no result given; & = joins results of further samples. A portion of the library, so the mix of outcomes need not match the whole.

SMILES	S100A4 inh HTS	DENV2 CPE	SIRT5 inh	ERp5 inh	PglD DTNB	Statin myotox sup	E-selectin induc
O=C1NC[C@@H](CCCCN2CCN(CCc3ccccc3)C(=O)C2=O)N(CCC2CCCCC2)C1=O	1.0	4.2	14.6	3.2	/	/	3.4
CCC(CC)C(=O)N(C)c1c(C)nc2c(OCC(=O)N(C)C)cccn12	-4.6	1.7	/	8.2	-14.4	-26.9	0.2
CCN(CC(=O)Nc1c(F)cccc1F)C(=O)c1cnccn1	5.2	4.0	-3.6	0.2	-2.7	-14.3	/
C/C=C/c1ccc2c(c1)O[C@H](CN(C)Cc1ccc(F)cc1)[C@H](C)CN([C@@H](C)CO)S2(=O)=O	18.0	6.0	12.1	-3.1	-0.1	-7.2	-0.2
CCCOc1ccc(/C=N/NC(=O)c2ccc3c(c2)OCO3)c(OCCC)c1	2.1	0.7	-16.7	1.7	-4.6	0.2	/
CCCC#Cc1cnc2c(c1)C(=O)N([C@H](C)CO)C[C@H](C)[C@H](CN(C)C(=O)CCN1CCCCC1)O2	-0.4	-0.7	-12.8	1.8	-0.5	5.9	0.0
CN1CCCN(C(=O)c2ccc(Br)cc2)CC1	8.2	-2.4	-4.4	-4.0	-3.2	2.7	0.6
O=C(CN1C(=O)c2ccccc2C1=O)Nc1ccc(Cl)cn1	1.7	-5.1	0.1	3.4	/	/	-0.8
CCC(=O)Nc1ccc2c(c1)OC[C@@H](C)N(Cc1ccccc1OC)C[C@@H](C)[C@H](OC)CN(C)C2=O	5.9	-5.2	2.4	2.6	1.2	-4.2	-0.1
COC(=O)c1ccc2c(=O)n(-c3ccccc3F)c(=S)[nH]c2c1	-28.1	-6.6	-1.0	10.5	/	/	/
CCc1ccc(OCCCC(=O)Nc2ccc(S(=O)(=O)Nc3cc(C)nc(C)n3)cc2)cc1	4.6	-4.5	-2.0	-3.9	-5.3	-4.4	/
Cc1onc(-c2ccccc2)c1C(=O)N=C(N)c1ccc(Cl)cc1	-2.2	3.3	-5.8	5.7	/	/	-0.1
CCOC(=O)C1CCN(C(=O)CN(Cc2ccccc2)S(C)(=O)=O)CC1	-3.5	/	/	2.7	2.2	-2.2	/
N#Cc1ccccc1OCC(=O)OCC(=O)NC1CCS(=O)(=O)C1 (centres undefined)	-0.7	7.6	8.6	/	-5.1	18.1	-2.0
COCCn1c(SC(C)C(=O)Nc2ccc(N3CCOCC3)cc2)nnc1-c1ccncc1 (centres undefined)	-3.2	-6.0	-1.0	-7.6	/	10.1	0.1
CC(C)Cc1cc(C(=O)N(C)C2CCCN(Cc3ccccc3F)C2)n(C)n1 (centres undefined)	-4.8	-2.3	0.9	3.7	5.3	4.0	/
Cc1ccc(S(=O)(=O)N2CCN(C)CC2)c2nsnc12	0.6	-2.9	11.8	-1.2	-3.6	2.4	1.2
O=C(CSc1nc2[nH]ncc2c(=O)[nH]1)Nc1ccc(OC(F)(F)F)cc1	2.0	-0.9	-3.5	-3.1	/	/	-1.9
CCCNC(=S)N1CCCC(c2nc3ccccc3[nH]2)C1 (centres undefined)	-2.8	-0.4	-1.6	1.0	/	/	/
Clc1cccc(/C=N/Nc2nc(Cl)nc3ccccc23)c1	/	/	/	/	-4.5	7.5	-2.3
CN(C)S(=O)(=O)c1ccc(NC(=S)NC(=O)c2ccc(Br)o2)cc1	-0.1	-1.6	-1.6	-2.0	/	/	/
O=C(CCn1[nH]c(=O)c2ccccc2c1=O)NCCO	0.9	1.3	0.2	-2.9	3.3	8.6	/
CC(=N\NC(=O)c1ccc([N+](=O)[O-])cc1)/C(=N/O)C(=O)Nc1ccccc1	5.0	3.0	4.6	2.1	0.7	/	-0.1
O=C1NC(c2ccccc2)=N/C1=C/c1ccco1	-3.0	-1.9	0.6	2.1	/	/	/

One compound at a time (already shown). Order of values: S100A4 inh HTS | DENV2 CPE | SIRT5 inh | ERp5 inh | PglD DTNB | Statin myotox sup | E-selectin induc
Profile of `CN(C)S(=O)(=O)c1ccc(NC(=S)NC(=O)c2ccc(Br)o2)cc1` : -0.1 | -1.6 | -1.6 | -2.0 | / | / | /
Profile of `Cc1ccc(S(=O)(=O)N2CCN(C)CC2)c2nsnc12` : 0.6 | -2.9 | 11.8 | -1.2 | -3.6 | 2.4 | 1.2
Profile of `N#Cc1ccccc1OCC(=O)OCC(=O)NC1CCS(=O)(=O)C1` (centres undefined) : -0.7 | 7.6 | 8.6 | / | -5.1 | 18.1 | -2.0

(listing goes on)
SMILES	S100A4 inh HTS	DENV2 CPE	SIRT5 inh	ERp5 inh	PglD DTNB	Statin myotox sup	E-selectin induc
CC1CCN(C(=O)c2nc[nH]c2C(=O)O[C@H](C)c2ccccc2)CC1	3.1	8.2	-4.0	3.4	2.5	6.0	-0.1
Cn1nc(C(F)(F)F)cc1C(=O)Nc1ccc(-c2ccno2)cc1	11.3	-2.3	1.1	3.9	1.6	-3.1	/
C[C@H](CO)N1C[C@H](C)[C@H](CN(C)Cc2ccc(C(F)(F)F)cc2)Oc2ccc(NS(=O)(=O)c3ccc(Cl)cc3)cc2CC1=O	4.8	-9.2	-2.9	3.7	2.4	55.8	0.9
O=C(CN1CCOCC1)NCC[C@H]1CC[C@H](NC(=O)Nc2ccccc2)[C@@H](CO)O1	-12.2	12.5	-2.6	-3.5	-0.5	-5.0	0.5
COc1ccc(O)c(C(=O)CC(=O)c2ccccc2C)c1	-2.3	-7.9	-3.0	-3.4	-0.9	-14.8	/
c1ccc(Sc2nc(N3CCCCC3)nc(N3CCCCC3)n2)nc1	5.2	/	1.0	-1.0	-2.4	-7.6	/
Cc1noc(C)c1NC(=O)Nc1ccc2c(c1)C(=O)N([C@H](C)CO)C[C@H](C)[C@H](CN(C)S(=O)(=O)c1ccc(F)cc1)OCCCC[C@H](C)O2	-20.1	-2.0	1.4	-0.2	-1.8	/	-0.1
CCOC(=O)C1=C(C)c2ccccc2OC1(CC)C(=O)OCC (centres undefined)	7.1	-0.8	-0.3	-0.8	6.4	-0.6	5.3
C#CCNC(=O)C1=C[C@@H](c2csc3ccccc23)[C@H](CCCO)[C@@H](OCC)O1	2.9&-22.7	15.4&1.2	8.9&-0.8	-7.9&6.4	-3.5	-3.5	-0.1
Cc1ccc(NC(=O)NC(=O)COc2ccc(Cl)cc2Cl)c(C)c1	-5.2	3.8	-1.7	0.9	-1.9	/	/
CN(C)C(=O)c1ccc(-c2ccc([C@H]3[C@H](CO)N4CCCCN(CC5CC5)C[C@@H]34)cc2)cc1	-2.7	-3.2	0.7	-3.0	4.1	35.0	0.7
CCCS(=O)(=O)NC(=O)C1(C)CCN(C(=O)c2ccc3c(c2)OCO3)C1 (centres undefined)	1.6	-2.6	/	5.7	2.8	2.5	-1.0
COc1ccc(-n2nc3ccc(N)cc3n2)cc1Cl	-1.7	2.7	-1.7	3.9	0.0	-4.1	/
CSc1cccc(NC(=S)N(CCC(C)C)C2CCN(C(C)=O)CC2)c1	8.5	-1.4	-1.5	-2.8	/	-0.6	0.0
COc1ccc(NC(=O)CSCC(=O)Nc2ccc(S(=O)(=O)N3CCCCC3)cc2)cc1	4.9	-9.3	-0.4	2.4	0.1	2.8	-0.6
CCn1cc2nc(SCC(=O)Nc3ccc(F)cc3F)n(Cc3ccccc3)c(=O)c2n1	-0.8	0.6	-1.5	0.6	-0.8	9.6	/
COc1ccccc1CNC(=O)CN(C)S(=O)(=O)c1ccc(F)cc1	-3.4	3.5	0.7	1.3	3.6	0.0	9.0
Cc1cccc(NC(=O)CN2CCN(C(=O)c3ccc(OCc4cn5ccccc5n4)cc3)CC2)c1C	0.3	-7.2	1.8	5.8	4.9	7.1	/
CCCCN(C)C(=O)c1sc(=O)n(Cc2ccccc2F)c1C	-20.0	?	/	-6.6	7.1	-3.5	/
C=CCC1C=C(Cc2ccccc2)CC(CC=C)N1 (centres undefined)	-3.8	/	-4.3	1.1	/	/	12.0
Cc1noc(C)c1S(=O)(=O)N(C)C[C@@H]1OCc2ccccc2-c2ccccc2C(=O)N([C@@H](C)CO)C[C@H]1C	-15.7	4.0	-3.3	-9.1	-1.8	/	-0.2
Cc1ccccc1S(=O)(=O)NCC[C@@H]1CC[C@@H](NC(=O)C2CCCCC2)[C@H](CO)O1	4.5	16.3	10.9	-7.3	-1.2	-4.1	0.0
CC1(C)CC(=O)C=C(Nc2ccc(Cl)cc2)C1	-0.9	4.9	-3.0	5.8	7.4	0.5	/
O=C(c1ccco1)N1CCN(Cc2cc(=O)c(OCc3c(F)cccc3Cl)co2)CC1	18.2	-4.3	3.6	5.1	0.7	-7.3	-0.4
CCOC(=O)C1=C(C)OC(N)=C(C#N)C1c1ccccc1 (centres undefined)	0.2	-3.8	-0.1	-0.3	/	-1.4	-0.8
COc1cc(Cl)c(S(=O)(=O)N2CCN(Cc3ccc4c(c3)OCO4)CC2)cc1Cl	-1.2	-2.8	/	2.5	-4.7	28.1	-0.1
C[C@@H]1CN([C@H](C)CO)C(=O)c2cccc(NC(=O)c3nc4ccccc4s3)c2O[C@H]1CN(C)CC1CCCCC1	4.6	-4.8	3.4	-10.3	5.5	15.6	0.0
CCCS(=O)(=O)NC(=O)C1(C)CCN(C(=O)c2cccc(C(F)(F)F)c2)C1 (centres undefined)	-5.6	1.4	0.0	0.2	2.5	-1.8	1.6
O=C(c1cnccn1)N1CC(=O)N2[C@H](C1)[C@@H](c1ccc(C#CC3CC3)cc1)[C@@H]2CO	-22.1	-5.3	8.4	-4.1	/	/	0.1
CCCN(C)C[C@H]1OCCCC[C@@H](C)Oc2ccc(NC(=O)c3ccccc3)cc2C(=O)N([C@H](C)CO)C[C@@H]1C	1.1	-1.5	-1.7	3.4	3.4	26.8	-0.1
Cc1ccccc1NC(=O)NCCc1ccc(Cl)cc1	11.1	/	-0.8	-3.9	1.1	-11.4	/
O=C(CCN1CCCCC1)NCC[C@H]1CC[C@H](NC(=O)Cc2cccnc2)[C@@H](CO)O1	-23.4	-2.0	-2.8	-1.8	2.2	3.9	-0.2
Cc1nn(C)c(Cl)c1/C=N/OC(=O)c1ccccc1	-3.5	3.1	-0.2	4.5	-165.9	-3.3	2.0
CC(C)NC(=O)N1CC2(C1)[C@@H](c1ccccc1)[C@@H](CO)N2C(=O)c1ccccn1	3.8	-10.7	-5.1	-1.9	/	/	-0.3
Cc1c(C(=O)Nc2ccccc2F)sc2ncn(CC(=O)N3CCCCC3)c(=O)c12	2.6	4.4	-1.4	1.4	4.0	-7.9	/
CCOC(=O)C1=C(C)OC(=Cc2ccc(OC)cc2)C1=O	-2.2	-8.7	-4.7	-5.8	6.2	/	0.0
COc1ccc(CN2CCC(CO)(Cc3cccc(C(F)(F)F)c3)CC2)cc1Cn1cccn1	-6.4	11.0	-10.2	-5.5	0.3	6.0	4.5
CCC(=O)Nc1ccc2c(c1)C(=O)N(C)[C@H]1CC[C@H](CC(=O)NCc3ccccc3)O[C@H]1CO2	-2.3	7.7	-3.6	-1.5	-0.3	-0.1	0.3
C[C@H](CO)N1C[C@H](C)[C@@H](CN(C)Cc2ccncc2)Oc2ccc(NC(=O)Cc3ccccc3)cc2CC1=O	8.2	-0.5	-1.3	-0.5	7.6	1.2	-4.4
CN(CC(=O)Nc1cccc(F)c1)C(=O)Cn1c(=O)oc2ccccc21	-6.8	0.1	1.0	3.5	3.1	14.3	/
Cc1ccc(S(=O)(=O)Nc2ccc3c(c2)C(=O)N([C@@H](C)CO)C[C@H](C)[C@H](CN(C)S(=O)(=O)c2cccs2)O3)cc1	-5.5	5.2	5.6	-3.4	-1.2	-35.2	0.7
CCOCCCN(C)C1CCN(C(=O)c2oc3ccccc3c2NC(=O)c2ccc(F)cc2)CC1	5.0	7.4	0.2	-4.7	-1.3	16.1	/
CC(OC(=O)c1ccc(O)cc1)C(=O)Nc1cc(C(F)(F)F)ccc1Cl (centres undefined)	-5.8	-7.3	-1.1	?	6.3	-2.5	/
